IMP-1 inh – blocks Pseudomonas aeruginosa IMP-1 metallo-beta-lactamase. purified IMP-1, nitrocefin hydrolysis, epi-absorbance fluorescence. inhibition, % at 5.6 µM. 290,000 compounds, 0.45% hits. AID 1556;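 active = inhibition above the mean plus 3 SD of all compounds in the same screening run, cut at about 4.5% in these data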;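 note: 0% = IMP-1 with DMSO and 100% = DMSO wells lacking enzyme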
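System: purified recombinant IMP-1 beta-lactamase. Medium: Zinc- and detergent-supplemented HEPES buffer, pH 7.1. Compound: one 5.6 µM dose […]. Schedule: 15 min preincubation plus 25 min reaction at 25 °C. Technique: Epi-absorbance fluorescence, 480 nm excitation, 530 nm emission.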
NALP1 inh – blocks the NALP1 inflammasome reconstituted in yeast | S. cerevisiae NALP1/ASC/caspase-1 growth, X-gal OD620, 72 h | inhibition, % at 10 µM | 280,000 compounds, 0.61% hits | AID 2071; in the data active = inhibition mostly above about 24%, no sharp cut-off; inactive = mostly below about 32%; note: some compounds called inactive have numbers as strong as hits
PHOSPHO1 block – blocks human PHOSPHO1 phosphatase activity; Q8TCT1; recombinant PHOSPHO1, absorbance phosphatase assay; AID 1565; inhibition, % at 13.3 µM; 290,000 compounds, 1.1% hits; in the data active = inhibition above about 60%
IDE inh – inhibitors of human insulin-degrading enzyme in cells | P14735 | inhibition, % at 5.59 µM | 320,000 compounds, 0.41% hits | HEK cells, FAbetaB cleavage, fluorescence polarization;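 active = percent inhibition above the average of all tested compounds plus 3 SD, set per screening campaign, cut at about 16% in these data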;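 note: IDE supplied by intact live HEK cells; FP after avidin binding of uncleaved biotin substrate so inhibition keeps polarization high; 0% = DMSO wells and 100% = 60 µM reference IDE inhibitor Ii1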
Target sequence (P14735 whole entry, looked up): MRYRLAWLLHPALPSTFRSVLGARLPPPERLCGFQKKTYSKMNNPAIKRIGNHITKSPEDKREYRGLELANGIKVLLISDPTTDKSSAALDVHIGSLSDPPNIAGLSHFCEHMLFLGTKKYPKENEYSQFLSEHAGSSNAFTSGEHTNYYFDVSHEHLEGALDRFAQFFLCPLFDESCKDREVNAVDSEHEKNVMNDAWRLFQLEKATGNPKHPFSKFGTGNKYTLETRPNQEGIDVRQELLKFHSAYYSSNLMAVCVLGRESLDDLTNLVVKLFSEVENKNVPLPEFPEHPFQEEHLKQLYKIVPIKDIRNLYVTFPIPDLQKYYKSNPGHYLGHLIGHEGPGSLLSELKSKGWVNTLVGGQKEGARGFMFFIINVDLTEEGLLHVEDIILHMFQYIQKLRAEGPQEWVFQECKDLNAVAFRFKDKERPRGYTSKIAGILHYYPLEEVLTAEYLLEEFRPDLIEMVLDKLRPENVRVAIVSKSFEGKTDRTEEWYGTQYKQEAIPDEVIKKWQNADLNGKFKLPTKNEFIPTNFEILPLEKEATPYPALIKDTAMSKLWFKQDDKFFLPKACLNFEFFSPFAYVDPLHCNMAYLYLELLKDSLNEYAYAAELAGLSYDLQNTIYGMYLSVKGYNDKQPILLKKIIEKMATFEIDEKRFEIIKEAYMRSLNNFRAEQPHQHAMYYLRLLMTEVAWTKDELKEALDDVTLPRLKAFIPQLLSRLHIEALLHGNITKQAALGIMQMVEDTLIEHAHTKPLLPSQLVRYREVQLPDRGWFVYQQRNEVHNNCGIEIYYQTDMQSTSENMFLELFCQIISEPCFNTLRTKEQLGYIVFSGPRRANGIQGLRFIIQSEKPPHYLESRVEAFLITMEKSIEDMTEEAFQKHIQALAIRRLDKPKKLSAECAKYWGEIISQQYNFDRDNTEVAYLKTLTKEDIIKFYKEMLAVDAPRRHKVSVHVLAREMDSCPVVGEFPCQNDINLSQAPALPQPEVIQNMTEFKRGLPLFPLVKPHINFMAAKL
M18AAP inhibitor – blocks P. falciparum M18 aspartyl aminopeptidase; 290,000 compounds, 1.2% hits; recombinant PfM18AAP, H-Glu-NHMec fluorogenic cleavage; inhibition, % at 7.35 µM; AID 1822;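 active = inhibition above the campaign mean inhibition over all tested compounds plus 3 SD, cut at about 28% in these data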;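 note: 0% = plate median of test compound wells and 100% = 2 mM ZnCl2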
IDE cell activ – IDE (human) activation, cell-based; P14735; HEK cells, FAbeta-B cleavage, fluorescence polarization; 0% vehicle, 100% cell-free pure enzyme wells; activation, % at 5.96 µM; 340,000 compounds, 0.073% hits;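 active = activation above the mean of all tested compounds plus 3 SD, set per screening campaign, cut at about 17% in these data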
pCIP destab – lowers stability of the mouse p/CIP coactivator protein | Q05BA5 | 290,000 compounds, 0.01% hits | decrease of EGFP signal, % at 10 µM | F442A p/CIP-EGFP cells, EGFP fluorescence, 16 h;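 active = EGFP signal decrease of at least 30% at 10 µM or well 3 SD below plate mean, unless failing retest; inactive = the rest, including hits failing retest or dose response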; note: some compounds called inactive have numbers as strong as hits; many of its hits are not listed in these tables
GPR7 antagonist – antagonists of human GPR7 (neuropeptides B/W receptor 1) | P48145 | GPR7-expressing cells, fluorescence antagonist assay | inhibition, % at 4.4 µM | 290,000 compounds, 1.1% hits; in the data active = inhibition above about 16%, passing the limit was not always enough;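 note: cells stimulated with the agonist NPW; 0% = agonist with vehicle and 100% = vehicle without agonist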
VIM-2 inhibitor – inhibitors of Pseudomonas aeruginosa VIM-2 metallo-beta-lactamase; purified VIM-2, nitrocefin hydrolysis, epi-absorbance fluorescence; inhibition, % at 5.6 µM; 290,000 compounds, 0.89% hits; AID 1527;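 active = inhibition above the mean of all tested compounds plus 3 SD, cutoff set per screening run, cut at about 7.5% in these data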;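 note: red hydrolysis product quenches plate fluorescence so inhibitors raise well fluorescence; 0% = enzyme with DMSO and 100% = DMSO without enzyme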
Active calls of the source: *; . = no result given; & = joins results of further samples.

structure,IMP-1 inh,NALP1 inh,PHOSPHO1 block,IDE inh,M18AAP inhibitor,IDE cell activ,pCIP destab,GPR7 antagonist,VIM-2 inhibitor
Cc1nc2sc(-c3ccccc3)cc2c(=O)n1/N=C/N(C)C,-2.0,-4,-1,6,0,-3,7,-23,-2.7
O=C(OCc1nnc(-c2ccccc2)o1)c1ccc(CO)cc1,-0.3,16,-24,4,-2,5,-9,14,1.0
CCOC(=O)c1cccc(Nc2nc(C)cc(C)n2)c1,-3.2,.,16,-1,-4,-1,-6,13,-4.0
CC1CN(C(=O)C(c2ccccc2)c2ccccc2)CC(C)O1 (configuration not stated),-1.9,3,5,-5,6,-4,4,4,-0.7
C=CCSc1nc2sc(C)c(C)c2c(=O)n1N,-1.2,18,-3,6,-6,0,-5,-4,-2.9
COCCOC(=O)C1=C(C)Nc2ncnn2C1c1ccco1 (configuration not stated),-1.0,.,22,0,-13,-3,-6,-4,-1.0
CN(c1ccc(C(=O)NCc2ccccn2)cc1)S(=O)(=O)c1ccc(Cl)cc1,-2.8,1,61*,4,-2,4,-13,-9,-2.6
CC1(C)CC(=O)C(C2C3=C(CC(C)(C)CC3=O)OC3=C2C(=O)CC(C)(C)C3)=C(O)C1,-2.8,9,-51,3,3,-1,8,0,-0.3
Fc1ccc(NC(=S)Nc2ccccc2OC(F)F)cc1Cl,-2.8,21,4,-1,0,7,-6,-1,-1.7
COc1cccc2c(N/N=C/c3ccco3)cc(C)nc12,-4.4,13,23,4,4,-1,4,-4,-4.8
COc1cc2c(cc1NC(=O)COC(=O)[C@@H](NS(=O)(=O)c1ccccc1)C(C)C)oc1ccccc12,-2.9,33,-2,3,-7,-1,-6,-10,-0.2
O=C(c1cc([N+](=O)[O-])cc([N+](=O)[O-])c1)N1CCN(Cc2ccc3c(c2)OCO3)CC1,-1.8,-8,16,4,-16,8,-1,-1,-1.8
Cc1onc(-c2ccccc2)c1C(=O)N1CCN(c2ccc([N+](=O)[O-])cc2)CC1,-0.7,15,20,-6,-3,2,-10,7,0.5
N#CCCN1CCN(S(=O)(=O)c2ccc(S(=O)(=O)NC3CC3)cc2)CC1,-3.0,36,-6,3,-5,4,-19,3,-2.9
O=[N+]([O-])c1cccc(-c2csc(N/N=C/c3cccc(O)c3)n2)c1,-1.7,2,-10,-3,-11,3,15,3,0.3
COc1ccccc1CNC(=O)CSc1nnc2ccc(-c3cccnc3)nn12,-1.6,-4,-8,12,-1,7,0,-10,-1.5
CC(NCCOCCOc1ccccc1)c1ccccc1 (configuration not stated),-1.4,36,-10,5,2,1,-5,-1,-2.2
COC(=O)c1ccc(NC(=O)Cc2ccc(F)cc2)cc1,-2.0,-1,48,7,3,4,-6,5,-1.4
NC(=O)COC(=O)CC(NC(N)=O)c1ccc(Cl)cc1 (configuration not stated),-4.1,10,5,2,0,1,0,-10,-0.3
CC(=O)Nc1ccc(SCC(=O)c2cc(C)ccc2C)cc1,-3.7,8,-2,6,2,1,-3,-2,-1.7
O=C(Oc1ccc(Cl)cc1)c1ccc(COC(=O)c2cnccn2)cc1,-0.7,-1,9,9,-2,-1,-8,2,-2.5
c1csc(-c2noc(CN3CCN4CCCC4C3)n2)c1 (configuration not stated),-2.2,6,1,3,6,-1,2,-4,-2.1
COc1ccc(-c2nnn(CC(=O)N(c3cccc(O)c3)C(C)C(=O)NC3CCCC3)n2)cc1OC (configuration not stated),-2.8,-5,35,3,4,5,-25,-9,-1.3
O=C(COC(=O)C1CCC(N2C(=O)C3C4CCC(C4)C3C2=O)CC1)c1ccc(F)cc1 (configuration not stated),-0.3,-4,16,0,2,5,-2,-1,-0.2

9 structures out of the list, ordered by length of the SMILES, largest number first.
structure,IMP-1 inh,NALP1 inh,PHOSPHO1 block,IDE inh,M18AAP inhibitor,IDE cell activ,pCIP destab,GPR7 antagonist,VIM-2 inhibitor
COc1ccc(-c2nnn(CC(=O)N(c3cccc(O)c3)C(C)C(=O)NC3CCCC3)n2)cc1OC (configuration not stated),-2.8,-5,35,3,4,5,-25,-9,-1.3
O=C(COC(=O)C1CCC(N2C(=O)C3C4CCC(C4)C3C2=O)CC1)c1ccc(F)cc1 (configuration not stated),-0.3,-4,16,0,2,5,-2,-1,-0.2
Cc1onc(-c2ccccc2)c1C(=O)N1CCN(c2ccc([N+](=O)[O-])cc2)CC1,-0.7,15,20,-6,-3,2,-10,7,0.5
O=[N+]([O-])c1cccc(-c2csc(N/N=C/c3cccc(O)c3)n2)c1,-1.7,2,-10,-3,-11,3,15,3,0.3
O=C(Oc1ccc(Cl)cc1)c1ccc(COC(=O)c2cnccn2)cc1,-0.7,-1,9,9,-2,-1,-8,2,-2.5
NC(=O)COC(=O)CC(NC(N)=O)c1ccc(Cl)cc1 (configuration not stated),-4.1,10,5,2,0,1,0,-10,-0.3
COC(=O)c1ccc(NC(=O)Cc2ccc(F)cc2)cc1,-2.0,-1,48,7,3,4,-6,5,-1.4
c1csc(-c2noc(CN3CCN4CCCC4C3)n2)c1 (configuration not stated),-2.2,6,1,3,6,-1,2,-4,-2.1
CC(NCCOCCOc1ccccc1)c1ccccc1 (configuration not stated),-1.4,36,-10,5,2,1,-5,-1,-2.2

The list continues:
structure,IMP-1 inh,NALP1 inh,PHOSPHO1 block,IDE inh,M18AAP inhibitor,IDE cell activ,pCIP destab,GPR7 antagonist,VIM-2 inhibitor
CCn1c(CC(=O)Nc2ccc(C)c(Cl)c2)nnc1SCCOc1ccc(OC)cc1,0.7,8,8,0,5,2,-3,-2,1.1
CC1CCN(Cc2nnnn2CCCC(=O)NC(c2ccccn2)C(F)(F)F)CC1 (configuration not stated),-3.9,-1,51,-3,-3,8,-8,-9,-2.5
O=C(Nc1cccs1)OCCN1CCN(Cc2ccccc2)CCC1=O,-2.3,18,8,5,0,-5,-2,1,-2.7
CCCCc1c(CCC)c(=N)c2ccccc2n1C,-4.0,-6,-78,9,0,-5,-19,19,0.0
O=C(Nc1nc2ccccc2[nH]1)c1ccccc1OC(F)F,-3.2,-3,23,0,2,-3,-4,-8,-4.5
OC1(CNCc2ccccc2)C2CC3CC(C2)CC1C3 (configuration not stated),-3.1,8,-1,1,-3,9,-8,-1,-2.7
Cc1ccc(CN2C(=O)CCC2C(=O)NCCCN2CCCC(C)C2)cc1 (configuration not stated),-2.8,2,-3,6,-3,11,-18,-12,-2.0
C/C(=N\NS(=O)(=O)c1ccc(C)cc1)c1cccs1,-2.7,-4,-2,2,5,7,-8,-3,-1.0
O=C1CN(C(=O)CN2C(=O)NC3(CCCCC3)C2=O)c2ccccc2N1,-2.9,9,-8,-1,5,1,7,-11,-0.4
CN1CCN(C(=O)c2c(O)c3cccc4c3n(c2=O)CCC4)CC1,3.8,21,3,0,7,8,1,-11,-0.1
COc1ccccc1NC(=O)COC(=O)[C@@H]1CCCN1C(=O)c1cccs1,0.5,-1,6,8,-8,1,-4,3,2.2
O=C(Nc1ccc(OCC(=O)N2CCOCC2)cc1)c1ccccc1F,-4.0,3,35,-1,3,4,-6,0,-0.5
Nc1c(C(=O)Nc2ccccc2)sc2nc(-c3cccnc3)ccc12,-4.0,.,5,-2,26,.,-7,-1,-1.3
CCOC(=O)c1ccc(Oc2coc3cc(O)ccc3c2=O)cc1,0.0,1,34,0,-14,0,-24,16,1.9
Cc1cccc2cc(C#N)c(NCCNC(=O)COc3ccccc3)nc12,-1.8,7,22,-3,-4,7,-10,-6,-3.5
O=C(CSc1nnc(-c2ccco2)o1)N1CCN(c2ccccc2)CC1,-1.9,8,-11,4,-3,2,-9,-12,-1.7
O=S(=O)(NCc1ccc2c(c1)OCO2)c1cccc2nsnc12,-2.4,.,14,1,3,1,-3,-7,-2.6
COc1cc(OC)cc(C(=O)Nc2ccc(S(=O)(=O)N3CCOCC3)cc2)c1,-1.0,17,.,1,3,8,-14,-9,-2.8
N#CC1=C(N)C(C#N)(C#N)C(c2cccnc2)C2CC(c3ccccc3)CC=C12 (configuration not stated),-1.6,4,8,8,-2,-3,-14,-11,-3.8
O=[N+]([O-])c1cccc(S(=O)(=O)N2CCN(S(=O)(=O)N3CCCCCC3)CC2)c1,-0.4,7,39,1,0,3,-4,-13,-4.4
CC(C)NC(=O)C(=O)NNC(=O)CCc1ccccc1,-1.8,14,28,6,4,-1,-18,-9,-1.6
CCOC(=O)C1=C(C)Nc2ncnn2C1c1ccc(N(C)C)cc1 (configuration not stated),-4.9,12,23,-1,6,4&-3,-6,-4,-1.5
CC(=O)NS(=O)(=O)c1ccc(NC(=O)c2cc(-c3ccc(C)c(C)c3)nc3ccccc23)cc1,-1.9,22,38,4,2,-2,-16,-2,-0.4
CCOC(=O)C1C(=O)C=C(c2cccs2)CC1c1ccccc1C (configuration not stated),-2.5,22,-9,0,4,-5,-3,-6,-0.7
Cc1ccc(C(=O)Nc2ccccc2C(=O)NCC2CCCO2)cc1 (configuration not stated),0.4,5,-2,1,15,6,1,-5,2.0
CCOC(=O)c1c(NC(=O)C2COc3ccccc3O2)sc(C)c1C (configuration not stated),-2.4,-6,28,5,4,4,1,-4,0.0
O=[N+]([O-])c1ccccc1/C=N/N1CCN(c2ccncc2S(=O)(=O)N2CCCCC2)CC1,-0.8,36,-17,0,3,0,-10,14,2.4
COc1ccc(C(=O)Cn2nnc(-c3ccccc3NC(=O)c3ccco3)n2)cc1,-3.7,22,-7,0,-3,3,-4,2,-4.2

Bioassay records: PubChem BioAssay, several laboratories
